GLS inhibitor: inhibitors of human glutaminase (GLS). actives 0.21% (n = 410,000). Potency, µM (doses to about 45.5 µM), inactives show at the top dose activity change, negative = inhibition, actives largely listed as inhibitors. AID 624170. GLS enzymatic activity, qHTS titration. O94925; also: potency is read from the fitted curve at half-maximal effect; % is scaled to controls: 0 for no effect and ±100 for the full control effect
Target sequence (O94925 whole entry, looked up): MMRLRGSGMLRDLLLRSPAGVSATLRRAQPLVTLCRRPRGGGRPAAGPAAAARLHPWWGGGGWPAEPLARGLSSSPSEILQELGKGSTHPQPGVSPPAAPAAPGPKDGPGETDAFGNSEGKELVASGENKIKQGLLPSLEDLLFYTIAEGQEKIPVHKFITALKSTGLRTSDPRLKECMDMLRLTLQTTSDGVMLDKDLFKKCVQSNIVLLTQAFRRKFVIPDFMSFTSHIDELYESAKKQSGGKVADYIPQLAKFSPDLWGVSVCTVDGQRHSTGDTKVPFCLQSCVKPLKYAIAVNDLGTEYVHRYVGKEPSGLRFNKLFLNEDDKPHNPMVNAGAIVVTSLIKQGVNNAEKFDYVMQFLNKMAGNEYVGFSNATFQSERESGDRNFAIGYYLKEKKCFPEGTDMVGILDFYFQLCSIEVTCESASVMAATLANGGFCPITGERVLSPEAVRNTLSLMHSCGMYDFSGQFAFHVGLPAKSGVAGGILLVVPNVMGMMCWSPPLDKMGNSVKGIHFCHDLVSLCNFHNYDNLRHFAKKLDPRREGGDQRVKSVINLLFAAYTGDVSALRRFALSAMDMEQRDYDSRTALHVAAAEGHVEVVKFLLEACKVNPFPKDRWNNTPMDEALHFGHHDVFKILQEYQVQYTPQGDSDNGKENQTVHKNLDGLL
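Coupled fluorescence readout: glutamate oxidase/HRP/Amplex Red detect glutamate formed by hKGA from L-glutamine (1 mM solution added). Buffer 45 mM KH2PO4 pH 8.2, 0.02% Tween-20; reads at t0 and 30 min RT.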
HP1b binding inh: inhibitors of HP1-beta chromodomain binding to methylated histone tails | P83916 | AlphaScreen HP1-beta / biotin-H3K9me3 peptide binding | Potency, µM (doses to about 114 µM), without a hit: at the top dose activity change, negative = inhibition, usual class: inhibitors | actives 0.56% (n = 390,000) | AID 540317; also: potency is read from the fitted curve at half-maximal effect; nearly all actives have a fitted effect of over 70% in size; inactives centre near 23
Target sequence (P83916 whole entry, looked up): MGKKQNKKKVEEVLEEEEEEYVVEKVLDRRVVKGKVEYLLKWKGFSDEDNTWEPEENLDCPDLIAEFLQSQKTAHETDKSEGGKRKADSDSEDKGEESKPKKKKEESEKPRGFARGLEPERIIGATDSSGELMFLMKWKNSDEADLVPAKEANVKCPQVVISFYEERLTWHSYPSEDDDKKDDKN
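AlphaScreen: HP1-beta (50 nM) preformed 30 min with biotin-H3(1-18)K9me3 peptide (50 nM) in PBS pH 7.4, 0.01% Tween-20. Compound added for 30 min at RT, then streptavidin donor/nickel chelate acceptor beads (10 ug/mL) for 30 min.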
Pin1 inh: inhibitors of human Pin1. actives 0.009% (n = 390,000). AID 504891. Pin1 FP peptide displacement, HiFluor488, 10 min. Potency, µM (titrated, usually from 115 µM), inactives show at the top dose activity, negative = inhibition, actives largely listed as inhibitors. Q13526; active = well fitted inhibition curve with a large enough effect in the polarisation, with a control signal flat, not every such curve was filed as active; inconclusive = small, poorly fitted or top-dose-only effect, or effect the other way, or a change in a side signal; inactive = no such curve, though single readings can be large or run the other way; the % refers to the polarisation; also: potency is read from the fitted curve at half-maximal effect; % is scaled to controls: 0 for no effect and ±100 for the full control effect
Target sequence (Q13526 whole entry, looked up): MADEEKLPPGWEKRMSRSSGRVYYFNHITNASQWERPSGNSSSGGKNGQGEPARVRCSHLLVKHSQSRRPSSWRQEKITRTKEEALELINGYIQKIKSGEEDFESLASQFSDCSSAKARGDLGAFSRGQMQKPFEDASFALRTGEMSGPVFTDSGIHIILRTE
TrxR1 substrate: substrates of rat thioredoxin reductase 1; O89049; purified TrxR1 substrate turnover, NADPH consumption readout; Potency, µM (doses to about 114 µM), for the others: at the top dose activity change, negative = substrate turnover; actives 0.01% (n = 390,000); AID 588456; also: potency is read from the fitted curve at half-maximal effect; % is scaled to controls: 0 for no effect and ±100 for the full control effect; nearly all actives have a fitted effect of over 50% in size
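Rat TrxR1, dispensed at 90 nM, was prereduced with 400 uM NADPH (final) for 5 min at ~22 deg C, then incubated with compound 15 min before 400 uM selenite. A first-read NADPH fluorescence drop versus no-compound background flagged substrates.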
TrxR1 inh: rat TrxR1 inhibition; recombinant rTrxR1, NADPH fluorescence consumption, selenite substrate; Potency, µM (top dose mostly 114 µM), inactives show at the top dose activity change, negative = inhibition, actives largely listed as inhibitors; actives 1% (n = 390,000); also: potency is read from the fitted curve at half-maximal effect; % is scaled to controls: 0 for no effect and ±100 for the full control effect; nearly all actives have a fitted effect of over 65% in size
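Rat TrxR1 (90 nM in the dispensed reagent) was pre-reduced with 400 uM NADPH for 5 min at room temperature, then incubated with compound for 15 min. After 400 uM selenite was added, NADPH fluorescence (Ex 340/Em 450 nm) was followed for 8 min.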
USP1 inh: USP1/UAF1 (human) deubiquitinase inhibition | O94782 | recombinant USP1/UAF1, Ub-Rhodamine cleavage fluorescence | Potency, µM (highest dose often 57.1 µM), for inactives: top-dose activity change, negative = inhibition, actives largely listed as inhibitors | actives 0.23% (n = 390,000); also: potency is read from the fitted curve at half-maximal effect; % is scaled to controls: 0 for no effect and ±100 for the full control effect; nearly all actives have a fitted effect of over 60% in size; inactives centre near -12
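USP1/UAF1 complex at 1 nM was preincubated with compound for 15 min at room temperature, then Ub-Rho substrate (150nM final) was added. Fluorescence (480/540 nm) was read kinetically, 6 reads every 60 seconds.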
PI4K2A block: PI4K2A (human) kinase inhibition. purified PI4K2A, ADP-Glo luminescence, 1 h; active compounds read low. actives 0.13% (n = 420,000). activity change, negative = inhibition, % at 76.9 µM; in the data active = activity change below about -50%; inconclusive = mostly about -30% to -49%;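 also: -100% = wells without enzyme as full effect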
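ADP-Glo luminescence measured ADP generated by PI4K2A enzyme (4 ug/mL before mixing) with 1.2 mM PI substrate (pre-mix) and 300 microM ATP (pre-mix). Tris pH7.5 buffer with MgCl2, Triton X-100; 1 h reaction at ambient temperature.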
Tb PGK inh: T. brucei PGK inhibition; P07378; PGK/GAPDH coupled, Kinase-Glo luminescence, 60 min; Potency, µM (series often up to 57.5 µM), for the others: top-dose activity change, negative = inhibition, usual class: inhibitors; actives 0.043% (n = 380,000); also: potency is read from the fitted curve at half-maximal effect; % is scaled to controls: 0 for no effect and ±100 for the full control effect; nearly all actives have a fitted effect of over 60% in size
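Recombinant glycosomal PGK reaction used 1,3-bisphosphoglycerate generated in-well by GAPDH (100nM final) in 100mM TEA pH 7.6, 5mM MgCl2, 0.01% Tween-20. After 60 minutes at room temperature, ATP was read by Kinase-Glo Plus luminescence end-point.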
mIDH1 inhibitor: blocks human mutant IDH1 R132H enzyme; IDH1-R132H enzyme, NADPH consumption, diaphorase/resazurin fluorescence; actives 0.093% (n = 390,000); AID 602179; Potency, µM (titrated, usually from 76.6 µM), inactives show at the top dose activity change, negative = inhibition, most hits filed as inhibitors; O75874; also: potency is read from the fitted curve at half-maximal effect; % is scaled to controls: 0 for no effect and ±100 for the full control effect; nearly all actives have a fitted effect of over 65% in size
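IDH1-R132H (0.5 ug/mL) preincubated 30 min with compound, then NADPH (0.016 mM) and alpha-KG (2 mM) added; 80 min at RT, pH 7.5. Remaining NADPH coupled via diaphorase/resazurin to fluorescence (540/590 nm); concentration-response curves normalized to no-enzyme control.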
* = called active by the depositor; i = inactive; ? = inconclusive; . = no result given; [ ] = remark or other dose. Unless noted, calls follow the shape of the dose curve; as a rule, active = well fitted curve in the direction sought with a large enough effect; inconclusive = small, poorly fitted or top-dose-only effect, or another doubt; inactive = no such curve, though single readings can be large; an effect the other way counts as inactive or inconclusive. These rows are one share of the data; count on the stated rates, not on these rows.

SMILES	GLS inhibitor	HP1b binding inh	Pin1 inh	TrxR1 substrate	TrxR1 inh	USP1 inh	PI4K2A block	Tb PGK inh	mIDH1 inhibitor
Cc1onc(-c2ccccc2Cl)c1C(=O)NCc1ccco1	10µM*	26%	?	3%	50µM*	-16%	?	-11%[11.5 µM]	8%
CCOC(=O)C1CCN(S(=O)(=O)c2cccc(C(=O)Nc3ccccc3)c2)CC1	9%	18%	-7%	-3%	10%	-9%	-3	8%	1%
O=S(=O)(c1ccc(F)cc1)N1CCN(c2nc(-c3cccs3)nc3cc(Cl)ccc23)CC1	.	35%	1%	7%	29%	.	.	.	.
CCOc1nc(C#N)nc(N(c2ccccc2)c2ccccc2)n1	.	16%[57 µM]	1%	2%	21%	.	.	.	.
COc1cccc2cc(-c3n[nH]c(=S)n3C)oc12	-27%	-12%	-6%	29%[57.1 µM]	-21%[57.1 µM]	-4%	1	-9%	3%
C=CCn1c(NCc2ccc(OC)cc2)nc2ccccc21	-4%	34%	1%	5%	20%	-30%	1	2%	-9%
N#Cc1ccc(C(=O)Nc2cc(S(=O)(=O)N3CCOCC3)ccc2N2CCOCC2)cc1	0%	.	.	.	.	-7%	5	-5%	-1%
NC(=NC(=O)c1ccc(OCC(F)(F)F)nc1)c1ccccc1	-19%	65%[activator]	5%	-13%	8%	-20%	4	0%	2%
CCC(=O)c1cc2c(cc1NC(=O)c1ccccc1)OCCO2	9%	38%	-8%	26%	34%	-8%	-3	.	3%
Cc1ccc(CCNS(=O)(=O)c2cc(-c3cc(C)no3)ccc2C)cc1	6%	74%[activator]	2%	6%[57.1 µM]	22%[57.1 µM]	-5%	1	-2%	14%
CCOc1ccc(-c2cc3nc(C4CCN(C(=O)OC(C)(C)C)CC4)c(C(=O)Nc4ccc(C)cc4C)cn3n2)cc1	1%	45%[activator]	?	15%	-8%	-30%	-2	6%	-11%
CSCCC1NC2(C(=O)Nc3c(C)cc(Cl)cc32)[C@@H]2C(=O)N(C3CCCC3)C(=O)[C@H]12 (stereo partly specified)	12%	-10%	1%	2%	23%	-6%	-1	0%	-3%
Cc1ccc(Cn2nnnc2CN2CCC(O)(c3ccc(F)cc3)CC2)cc1	16%	13%	4%	-2%	-10%	5%	2	6%	5%
Cc1nc2sc3c(c2c(=O)[nH]1)CCCCC3	2%	21%	3%	1%	13%	-17%	5	i	1%
COc1ccccc1-c1nnc(SCC(=O)OC(C)C)o1	4%	11%	-5%	-11%	12%	5%	1	-8%	2%
CC(C)[C@H](NC(=O)c1ccccc1)C(=O)OCC(=O)N1CC2(C)CC1CC(C)(C)C2 (stereo partly specified)	-8%	32%	3%	0%	4%	-14%	-1	i	6%
CCNC(=O)CSc1nc2sccc2c(=O)n1-c1ccccc1	14%	40%[activator]	-2%	-1%	15%	-4%	3	-1%	-20%
O=[N+]([O-])c1ccc2c3n([n+]([O-])c2c1)CCN=C3c1ccc(Cl)cc1	8%	1%	-2%	0%[57.1 µM]	-18%[57.1 µM]	-27%	-3	-9%	1%
Cc1noc(C)c1NC(=O)N(C)C[C@H]1Oc2c(NC(=O)Cc3ccccc3)cccc2C(=O)N([C@H](C)CO)C[C@@H]1C	1%	37%	2%	-2%	0%	?	2	5%	-4%
CCOc1nc(-c2ccccc2)ccc1-c1noc(COc2ccccc2)n1	6%	121%[activator]	29%	44%[activator]	1%	-22%	2	-7%	1%

Profiles, quoted from the list. Screens in order: GLS inhibitor | HP1b binding inh | Pin1 inh | TrxR1 substrate | TrxR1 inh | USP1 inh | PI4K2A block | Tb PGK inh | mIDH1 inhibitor
CCOc1nc(-c2ccccc2)ccc1-c1noc(COc2ccccc2)n1 across the screens: 6% | 121%[activator] | 29% | 44%[activator] | 1% | -22% | 2 | -7% | 1%
COc1ccccc1-c1nnc(SCC(=O)OC(C)C)o1 across the screens: 4% | 11% | -5% | -11% | 12% | 5% | 1 | -8% | 2%

Some of the entries so far, as comma-separated lines.
structure,GLS inhibitor,HP1b binding inh,Pin1 inh,TrxR1 substrate,TrxR1 inh,USP1 inh,PI4K2A block,Tb PGK inh,mIDH1 inhibitor
NC(=NC(=O)c1ccc(OCC(F)(F)F)nc1)c1ccccc1,-19%,65%[activator],5%,-13%,8%,-20%,4,0%,2%
CCC(=O)c1cc2c(cc1NC(=O)c1ccccc1)OCCO2,9%,38%,-8%,26%,34%,-8%,-3,.,3%
Cc1ccc(CCNS(=O)(=O)c2cc(-c3cc(C)no3)ccc2C)cc1,6%,74%[activator],2%,6%[57.1 µM],22%[57.1 µM],-5%,1,-2%,14%
CCOc1ccc(-c2cc3nc(C4CCN(C(=O)OC(C)(C)C)CC4)c(C(=O)Nc4ccc(C)cc4C)cn3n2)cc1,1%,45%[activator],?,15%,-8%,-30%,-2,6%,-11%
CSCCC1NC2(C(=O)Nc3c(C)cc(Cl)cc32)[C@@H]2C(=O)N(C3CCCC3)C(=O)[C@H]12 (stereo partly specified),12%,-10%,1%,2%,23%,-6%,-1,0%,-3%
Cc1ccc(Cn2nnnc2CN2CCC(O)(c3ccc(F)cc3)CC2)cc1,16%,13%,4%,-2%,-10%,5%,2,6%,5%
Cc1nc2sc3c(c2c(=O)[nH]1)CCCCC3,2%,21%,3%,1%,13%,-17%,5,i,1%
COc1ccccc1-c1nnc(SCC(=O)OC(C)C)o1,4%,11%,-5%,-11%,12%,5%,1,-8%,2%
CC(C)[C@H](NC(=O)c1ccccc1)C(=O)OCC(=O)N1CC2(C)CC1CC(C)(C)C2 (stereo partly specified),-8%,32%,3%,0%,4%,-14%,-1,i,6%
CCNC(=O)CSc1nc2sccc2c(=O)n1-c1ccccc1,14%,40%[activator],-2%,-1%,15%,-4%,3,-1%,-20%

Further structures follow.
SMILES	GLS inhibitor	HP1b binding inh	Pin1 inh	TrxR1 substrate	TrxR1 inh	USP1 inh	PI4K2A block	Tb PGK inh	mIDH1 inhibitor
Cc1ccccc1OCC(=O)Nc1cccc(NC(=O)c2ccco2)c1	7%	14%	-4%	-6%	10%	-25%	-9	-1%	11%
CCCc1nc2ccccc2c(=O)n1-c1c(C)n(C)n(-c2ccccc2)c1=O	-4%	33%	-6%	-1%	5%	-17%	2	-8%	5%
Cc1ccc2nc(NCc3ccccc3)c(C#N)cc2c1	-3%	15%	2%	9%	23%	-16%	0	i	-10%
Cc1ccc(NC(=O)CSc2cn[nH]n2)cc1	-11%	37%[activator]	2%	-2%	16%	-14%	-9	-9%	-11%
NNC(=O)c1ccccc1OCc1ccccc1	7%	56%[activator]	-4%	3%	16%	-20%	-4	3%	1%
O=C(Nc1ccc2c(c1)OCCO2)C1CCCN(S(=O)(=O)c2cccc3nsnc23)C1 (stereo unspecified)	-9%	5%	46%[activator]	0%	21%	-7%	2	.	0%
O=C(CSc1nccn1-c1ccccc1)c1ccc(Cl)cc1	-4%	-38%	-5%	-8%[57.1 µM]	7%[57.1 µM]	-16%	3	i	9%
O=C(Nc1ccc(F)cc1F)c1ccc2c(c1)[nH]c(=O)n2Cc1ccc(F)cc1	-1%	44%[activator]	-5%	4%	35%	-26%	-8	3%	-9%
CCOc1ccc(CNn2nnnc2N)cc1	-2%	60%[activator]	7%	-2%	2%	-16%	3	-7%	6%
Cc1ccccc1NC(=O)CSc1nc(-c2ccccc2)cn1-c1ccccc1F	1%	-17%	32%[activator]	1%[57.1 µM]	13%[57.1 µM]	-13%	1	i	8%
CCCS(=O)(=O)N1CCC(C(=O)NCc2cccnc2)CC1	1%	22%	0%	-5%	8%	-4%	3	-2%	1%
COc1cccc(OC)c1OCCNCCO	8%	45%	-3%	8%[57.1 µM]	-7%[57.1 µM]	-15%	-6	3%	2%
COc1cc(OC)c(C(=O)N(Cc2ccco2)Cc2cccs2)cc1OC	.	15%	28%	-1%	-1%	.	.	.	.
CC(=O)Nc1ccc(C(=O)OCC(=O)Nc2c(F)cccc2F)cc1	-3%	22%	2%	-9%	4%	-5%	0	-1%	-4%
COc1ccc(-c2nc3sc(CCNC(=O)c4ccc(Br)o4)c(C)n3n2)cc1	-9%	27%	15%	-1%[57.1 µM]	11%[57.1 µM]	-14%	-4	-10%	17%
CCC(C(=O)Nc1ccc(C(C)=O)cc1)n1cnc2nc3c(cc2c1=O)CCCC3 (stereo unspecified)	?	29%[57 µM]	23%	12%[57.1 µM]	38%[activator][57.1 µM]	-10%	-2	-1%	-15%
Cc1ccc(CNC(=O)c2nc(SCc3ccc(C)cc3)ncc2Cl)cc1	-12%	19%	-6%	0%	21%	1%	0	i	-11%
COc1cc(/C=N/NC(=O)c2nnn(-c3nonc3N)c2C(C)C)ccc1OCc1ccccc1	11%	7%[57 µM]	3%	5%	28%	-16%	-4	7%	1%

Screening results deposited in PubChem BioAssay by National Center for Advancing Translational Sciences (NCATS).
